Assay outcomes (PubChem BioAssay)
CDK5 inh: inhibitors of human CDK5/p35 kinase | Recombinant CDK5/p35, ADP-Glo luminescence, 60 min | inhibition, % at 10 µM | 330,000 tested, 0.01% active | Q00535+Q15078;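 active means highest replicate inhibition of at least 50% and at least 75% of replicates reaching 50%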;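 further: plate controls were DMSO neutral control for no effect and GW8510 at 10 µM for full effect; many of its hits are not listed in these tables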
Target sequence (Q00535 whole entry, looked up): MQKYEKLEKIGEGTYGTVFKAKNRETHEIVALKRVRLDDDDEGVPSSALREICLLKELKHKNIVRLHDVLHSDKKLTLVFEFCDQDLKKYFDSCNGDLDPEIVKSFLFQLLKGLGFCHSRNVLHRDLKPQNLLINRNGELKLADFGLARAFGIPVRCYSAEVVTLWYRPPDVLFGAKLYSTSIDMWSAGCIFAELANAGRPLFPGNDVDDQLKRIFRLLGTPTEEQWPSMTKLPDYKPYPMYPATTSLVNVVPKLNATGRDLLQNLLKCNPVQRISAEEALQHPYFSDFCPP
Target sequence (Q15078 whole entry, looked up): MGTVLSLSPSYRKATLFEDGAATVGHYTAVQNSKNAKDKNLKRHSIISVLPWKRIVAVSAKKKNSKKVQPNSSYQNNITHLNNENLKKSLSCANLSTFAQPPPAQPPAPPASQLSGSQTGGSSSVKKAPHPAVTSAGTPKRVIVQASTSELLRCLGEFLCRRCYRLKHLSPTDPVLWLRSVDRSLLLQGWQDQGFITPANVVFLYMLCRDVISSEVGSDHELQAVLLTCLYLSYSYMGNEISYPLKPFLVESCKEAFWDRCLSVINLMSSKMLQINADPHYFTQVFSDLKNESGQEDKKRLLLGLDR
NSD2 HMT inh: inhibitors of human histone methyltransferase NSD2. O96028. NSD2 peptide methylation, AlphaScreen, 120 min. inhibition, % at 12.5 µM. 310,000 tested, 0.54% active; in the data active means inhibition above about 50%
Rtt109 Vps75: inhibitors of Candida albicans Rtt109/Vps75 histone acetyltransferase; 330,000 tested, 0.16% active; purified Rtt109/Vps75, ThioGlo CoA-SH fluorescence, 4 h; Q5AAJ8; inhibition, % at 34.9 µM;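 active means inhibition of at least 50% in every replicate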
PvdQ acylase: blocks Pseudomonas aeruginosa PvdQ acylase activity; purified PvdQ acylase, fluorescence plate reader; 340,000 tested, 0.063% active; inhibition, % at 10 µM; AID 488965; in the data active means inhibition above about 30%, passing the limit was not always enough;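 further: 0% = vehicle neutral wells and 100% = reference inhibitor wells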
Cardiac RTF inh: cardiac RTF calcium desensitization; inhibition, % at 7.15 µM; 340,000 tested, 0.12% active; AID 493244; IANBD-labeled cardiac RTF, Ca2+ fluorescence;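 active means inhibition above the mean inhibition of all tested compounds plus 3 SD, cut at about 17% in these data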;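 further: assay run at fixed EC70 calcium of 1.6 mM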
PfHsp90 yeast 2: reduces growth (ATP signal) of yeast expressing P. falciparum Hsp90. AID 504621. S. cerevisiae expressing PfHsp90, BacTiter-Glo ATP, 48 h; yeast lacking PDR1 and PDR3 efflux regulators. 310,000 tested, 0.32% active. inhibition, % at 9.4 µM;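 active means every replicate shows inhibition above about 80%, whatever the replicate mean, limit read from the data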;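 further: 0% = DMSO neutral controls and 100% = 20 µM radicicol positive controls; yeast relying on Plasmodium falciparum Hsp90 in place of its own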
C-LANA FP: inhibitors of KSHV LANA C-terminal domain DNA binding | MBP-C-LANA/FAM-LBS DNA binding, fluorescence polarization | inhibition, % at 9 µM | 340,000 tested, 0.078% active | AID 504423;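 active means highest replicate inhibition at or above 60% at 9 µM, even if other replicates fall short; inactive means all replicates below 60% inhibition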;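 further: 0% = neutral control wells and 100% = 4 µM acridine orange control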
Keap1-Nrf2 PPI: disrupts human Keap1 binding to Nrf2 peptide. Keap1 Kelch-Nrf2 peptide fluorescence polarization, 1536-well. inhibition, % at 9.4 µM. 340,000 tested, 0.15% active. AID 504523; in the data active means inhibition above about 12%;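 further: human Keap1 Kelch domain with fluorescein labeled Nrf2 9mer peptide probe; 0% = neutral control wells and 100% = peptide positive control; higher means more block of Keap1 binding to Nrf2 peptide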
Mot1-301 SUMO: SUMOylation pathway inhibition by Mot1-301 growth rescue | S. cerevisiae Mot1-301 growth rescue, ATP luminescence, 38.5C; percent above DMSO median, 100 means doubled | growth rescue, % at 18.8 µM | 320,000 tested, 1% active | AID 2716;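 active means every valid replicate shows activation above 250% relative to neutral control wells; inactive means the rest, any valid replicate at or below 250%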;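 further: OY570 slx delta 5 strain wells were the positive control but not used for scaling; some compounds called inactive have numbers as strong as hits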
cardiac RTF act: cardiac RTF calcium sensitization; IANBD-labeled TnC RTF fluorescence at EC20 calcium; 0% EC20 calcium, 100% full calcium; 340,000 tested, 0.24% active; P19429+P45379; activation, % at 7.2 µM;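 active means activation above the mean over all tested compounds plus 3 SD, cut at about 30% in these data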;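 further: rise in fluorescence read as greater calcium sensitivity of cardiac thin filaments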
dFosB activator: activators of mouse delta FosB homodimer; P13346; purified delta FosB, TAMRA-CDK5 oligo fluorescence polarization; percent of positive-control signal above neutral wells; activation, % at 25 µM; 340,000 tested, 0.99% active; AID 493131;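 active means mean activation above about 17%, with every replicate also reaching it, limit read from the data, passing the limit was not always enough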;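 further: fluorescence polarization rise as delta FosB binds a TAMRA Cdk5 AP-1 oligo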
Target sequence (P13346 whole entry, looked up): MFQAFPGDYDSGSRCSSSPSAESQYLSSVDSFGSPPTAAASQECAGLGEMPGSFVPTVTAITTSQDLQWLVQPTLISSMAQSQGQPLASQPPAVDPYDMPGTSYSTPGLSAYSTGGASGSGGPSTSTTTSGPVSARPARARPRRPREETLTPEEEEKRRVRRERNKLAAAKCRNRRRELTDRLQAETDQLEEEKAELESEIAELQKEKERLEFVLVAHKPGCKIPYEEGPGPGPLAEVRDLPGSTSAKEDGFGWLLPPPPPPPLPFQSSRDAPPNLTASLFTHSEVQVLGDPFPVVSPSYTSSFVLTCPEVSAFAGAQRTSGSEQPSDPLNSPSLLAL
Numbers without * were called inactive; . = not tested or not shown.

SMILES	CDK5 inh	NSD2 HMT inh	Rtt109 Vps75	PvdQ acylase	Cardiac RTF inh	PfHsp90 yeast 2	C-LANA FP	Keap1-Nrf2 PPI	Mot1-301 SUMO	cardiac RTF act	dFosB activator
NC(=O)CC(NC(=O)c1ccccc1)c1ccc(N2CCCCCC2)c([N+](=O)[O-])c1 (stereo not given)	-1.3	.	6	-11	4	5	2.5	0	-24	4	-14
CC(=O)CC(=O)Nc1ccccc1NC(C)=O	-0.9	-1	-9	-2	0	0	1.1	-3	5	4	10
Cc1cn(CC(=O)c2ccccc2)c2ccccc12	-0.3	0	35	9	2	3	-2.1	-1	2	-4	7
CCOC(=O)c1c(NC(=O)CSc2nnc(-c3ccc(Cl)cc3)o2)sc2c1CCC2	-1.0	-1	4	-19	-3	-22	-0.9	0	5	2	4
CCCCCN(C(=O)CCC(=O)OCc1ccccc1C(F)(F)F)c1c(N)n(CCCC)c(=O)[nH]c1=O	0.6	-2	1	14	2	5	1.0	-4	0	1	-1
C=CCn1c(SCC(=O)NC2CCCCC2)nnc1-c1ccccn1	-2.7	-2	-8	-13	-7	10	0.0	-1	-12	-3	-3
Cc1nn2c3ccccc3nc2n(C)c1=O	-2.0	.	4	-17	0	17	0.2	-2	.	-2	-2
O=C(Nc1nc(-c2ccc3c(c2)OCCO3)cs1)c1ccco1	-0.3	0	7	-9	-4	.	2.6	-1	-7	5	0
CN(C)CCNC(=O)c1onc(CSc2ccc(F)cc2)c1C(=O)NCCN(C)C	-1.6	.	-9	15	-5	4	3.3	-3	-20	-4	5
O=C(c1ccccc1[N+](=O)[O-])N1CCCC(C(=O)N2CCCCCC2)C1 (stereo not given)	0.7	-4	0	-7	5	-12	0.3	0	1	3	1
O=C(c1cc(COc2ccc(F)c(F)c2)on1)N1CCN(C2CCCCC2)C(=O)C1	-1.1	3	-9	-16	-5	-23	0.2	-6	12	-3	-12
NS(=O)(=O)c1ccc(CCNc2cc(=O)n(Cc3ccc(F)cc3)c(=O)[nH]2)cc1	-0.8	-1	10	-12	2	-30	0.7	-2	24	5	6
CC(/C=N\NC(=O)c1cc(C)oc1C)=C\c1ccccc1	1.0	0	.	-1	-23	0	-0.4	-4	29	-1	-2
COc1cccc(-c2nc(CSCC(=O)N3CCc4ccccc43)c(C)o2)c1	-0.3	1	.	20	0	.	0.6	0	21	-2	-10
Cc1ccc(-n2nc3c(c2NC(=O)c2ccco2)CS(=O)C3)cc1 (stereo not given)	1.9	-3	1	-9	3	-26	-1.7	1	5	1	1
Cc1ccc(NC(=O)COC(=O)COc2ccc(Cl)cc2C)c([N+](=O)[O-])c1	-3.9	13	-4	-10	-7	-23	-1.5	-1	-3	10	-4
O=C(NCc1ccc(OC(F)(F)F)cc1)c1cccc2c1C(=O)c1ccc(N3CCCCC3)cc1S2(=O)=O	-1.5	.	3	-9	-1	-48	3.0	-3	-1	19	-16
CCCCCc1cc(=O)c2ccccc2o1	-1.5	.	-3	-13	-2	-8	-0.7	-7	5	1	-2
CCC(C)NC(=O)C1CCN(c2nc(C)cc(C)n2)CC1 (stereo not given)	-2.1	-1	-2	-13	-7	4	-1.9	0	-9	4	0
COc1ccccc1CO/N=C/NC(=O)c1c(OC)ccnc1Oc1ccc(F)cc1	-1.8	.	0	-15	-7	.	-0.6	1	4	1	-11
COc1ccc(C(=O)N2N=C(c3cccc(OC)c3)CC2(O)C(F)(F)F)cc1 (stereo not given)	0.6	-4	-1	-6	-7	.	-2.0	-1	-9	-3	-6
CCOC(=O)CN1C(=O)C(=O)N(Cc2ccccc2)C1=O	2.5	-2	2	-11	-17	0	-1.8	-5	-19	-1	-5
CC(SC1=NCCS1)C(=O)Nc1nnc(-c2ccc(F)cc2)s1 (stereo not given)	1.1	.	6	-5	-4	24	-0.1	0	1	2	-4
Clc1cc(-c2ccccc2)nc(-c2ccccc2)n1	-1.5	-4	0	-11	-4	6	-0.4	-6	-3	1	2
Cc1cc(C)n2nc(SCC(=O)N(C)c3ccccc3)nc2n1	0.2	0	1	-17	-3	-12	0.4	-1	-11	4	-1
COc1ccc(-n2c3c(c(=O)[nH]c2=O)C(NC(C)=O)(C(F)(F)F)C(=O)N3)cc1 (stereo not given)	2.0	-5	-6	-16	-5	.	-0.8	-4	168	2	-8
Cc1cc(C)cc(-n2ncc3c2CCCC3NC(=O)C2CCC2)c1 (stereo not given)	0.5	-2	3	-18	-6	28	-0.1	-3	14	1	-11
Cc1ccc(-c2csc(N(CCc3ccccc3)C(=O)COc3ccccc3)n2)cc1	1.3	-1	0	-11	-2	18	-3.0	-4	-8	0	-7
CC1CCCN(c2nc(NCc3ccco3)nc(N)c2[N+](=O)[O-])C1 (stereo not given)	1.3	10	17	-6	-9	-1	-2.8	5	16	1	-2
CCOC(=O)Cc1csc(NC(=O)c2ccc(C)o2)n1	2.6	1	-2	2	-2	.	-2.5	-5	0	-8	-4
Cn1cccc1C(=O)C(=O)Nc1cccc(Cl)c1Cl	-0.3	-3	10	-16	2	.	-0.7	-2	516	5	8
COc1ccc2[nH]c3c(=O)n(CCCCC(=O)N4CCCC4)c(=S)[nH]c3c2c1	3.9	.	-2	-7	0	.	1.3	0	10	1	-3
CC(C)(C)C1CCC(=NNC(=O)CN(c2ccccc2)S(C)(=O)=O)CC1 (stereo not given)	-0.9	-1	9	-3	-14	-13	0.5	1	116	6	2
O=C(O)c1ccc(Nc2ccc(F)c(F)c2)c([N+](=O)[O-])c1	-0.8	2	-10	-5	-10	-32	-1.5	6	-12	2	-7
COc1ccc(-c2nc(C(N)=O)c3[nH]c(=O)n(-c4cccc(Cl)c4)c3n2)cc1OC	-2.7	-1	-8	-3	-9	-7	-0.1	-3	.	-10	29*
CCCC(=O)Nc1cc(-c2nn(C)c(=O)c3ccccc23)ccc1N1CCOCC1	2.6	1	8	5	-6	15	0.4	-3	178	3	1
CC(=O)C1=C(C)NC(=O)NC1c1ccc(OC2CCCC2)cc1 (stereo not given)	-0.7	.	4	-14	-7	.	1.0	-6	-16	-3	-7
COC(=O)Cc1ccc(O)c(N)c1	1.3	-1	3	-15	-9	4	2.3	-5	-9	6	-6
CC(C)c1ccc(CNc2ccc(N3CCOCC3)cc2)cc1	-0.3	22	1	3	-17	18	-1.3	-6	-16	-3	-5
Cn1ncc(N=Cc2ccccc2)c1C(=O)Nc1cccc(Cl)c1	0.1	3	6	-13	-3	-8	-1.2	-5	189	3	5

Compound profiles, as listed above. Order of screens: CDK5 inh, NSD2 HMT inh, Rtt109 Vps75, PvdQ acylase, Cardiac RTF inh, PfHsp90 yeast 2, C-LANA FP, Keap1-Nrf2 PPI, Mot1-301 SUMO, cardiac RTF act, dFosB activator
C=CCn1c(SCC(=O)NC2CCCCC2)nnc1-c1ccccn1 is listed as -2.7, -2, -8, -13, -7, 10, 0.0, -1, -12, -3, -3
Clc1cc(-c2ccccc2)nc(-c2ccccc2)n1 is listed as -1.5, -4, 0, -11, -4, 6, -0.4, -6, -3, 1, 2
CC(=O)CC(=O)Nc1ccccc1NC(C)=O is listed as -0.9, -1, -9, -2, 0, 0, 1.1, -3, 5, 4, 10
CC1CCCN(c2nc(NCc3ccco3)nc(N)c2[N+](=O)[O-])C1 (stereo not given) is listed as 1.3, 10, 17, -6, -9, -1, -2.8, 5, 16, 1, -2

More entries follow.
SMILES	CDK5 inh	NSD2 HMT inh	Rtt109 Vps75	PvdQ acylase	Cardiac RTF inh	PfHsp90 yeast 2	C-LANA FP	Keap1-Nrf2 PPI	Mot1-301 SUMO	cardiac RTF act	dFosB activator
Cc1ccc(NC(=O)CSC2=Nc3ccccc3C3CC=NN23)c(C)c1 (stereo not given)	0.6	1	-2	1	5	-29	-1.1	-3	12	0	-1
COc1cc(NC(=O)c2ccc(CNc3c(N4CCOCC4)c(=O)c3=O)cc2)cc(OC)c1	3.2	.	-2	-3	-1	17	-0.3	-1	0	5	-8
O=C(CSc1nc(C(F)(F)F)cc(=O)[nH]1)N1CCCCCC1	-0.7	3	-4	-10	-7	12	-0.1	-2	-12	6	0
CC(C)c1ccc(NC(=O)[C@H]2CSCN2C(=O)[C@@H]2CCC(=O)N2)cc1	1.5	0	16	2	3	16	-1.2	-3	133	2	-2
O=C(COc1ccc2c(c1)OCO2)Nc1nccs1	8.2	-2	0	-7	-4	28	-0.1	0	-27	-2	5
O=C(c1cccnc1)n1nc(-c2ccco2)nc1NCc1cccs1	-1.7	-272	5	-14	-12	36	-0.8	-5	.	1	-4
O=C(NC1CCN(Cc2ccccc2)CC1)C1CCN(S(=O)(=O)c2cccc3cccnc23)CC1	0.6	.	-11	-17	-12	-7	-3.1	-3	78	-1	-18
Cc1nc(NC(C)C)c2cnn(CCc3ccccc3)c2n1	-1.4	-4	-5	4	8	-7	-7.2	4	173	-1	0
CCSc1nnc(Cc2cc(=O)[nH]c(=O)[nH]2)n1-c1cccc(C)c1	-1.4	.	10	-8	-10	-19	3.2	2	10	-2	4
O=C(NCCCNC(=O)c1ccccn1)c1ccccn1	-1.6	-5	-2	-20	-1	-50	0.5	-3	9	2	-2
Cc1cc(F)ccc1NC(=O)c1cc(S(=O)(=O)N2CCCC2)cn1C	0.9	.	0	-8	-4	-2	0.2	0	-2	3	-3
CCNC(C(=O)c1c[nH]c2c(CC)cccc12)c1ccccc1 (stereo not given)	0.3	.	9	-8	-3	7	-1.9	2	-19	1	-5
CC(C)(C)C(=O)NNC(=O)c1ccc(Oc2cc(Cl)cc(Cl)c2)o1	0.8	-2	-4	-2	-4	3	-0.9	3	-4	4	-8
Cc1ccc(C(=O)NCC(=O)N2CCN(c3ccccc3)CC2)cc1	0.9	-5	-2	-10	-5	-1	4.2	3	-13	6	3

Some of these compounds in order of the NSD2 HMT inh value, rising.
Molecule | NSD2 HMT inh
O=C(Nc1nc(-c2ccc3c(c2)OCCO3)cs1)c1ccco1 | 0
O=C(CSc1nc(C(F)(F)F)cc(=O)[nH]1)N1CCCCCC1 | 3
CC1CCCN(c2nc(NCc3ccco3)nc(N)c2[N+](=O)[O-])C1 (stereo not given) | 10

Taken from above:
COc1cc(NC(=O)c2ccc(CNc3c(N4CCOCC4)c(=O)c3=O)cc2)cc(OC)c1 | dFosB activator = -8
O=C(CSc1nc(C(F)(F)F)cc(=O)[nH]1)N1CCCCCC1 | Rtt109 Vps75 = -4
O=C(NC1CCN(Cc2ccccc2)CC1)C1CCN(S(=O)(=O)c2cccc3cccnc23)CC1 | CDK5 inh = 0.6
